Screening results as filed in PubChem BioAssay.
PI4K2A block: inhibitors of human PI4K2A; Q9BTU6; purified PI4K2A, ADP-Glo luminescence, 1 h; hits give low values; activity change, negative = inhibition, % at 76.9 µM; hit rate 0.13% among 420,000; AID 1346378; in the data active = activity change below about -50%; inconclusive = mostly about -30% to -49%;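 also: -100% = wells without enzyme as full effect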
Target sequence (Q9BTU6 whole entry, looked up): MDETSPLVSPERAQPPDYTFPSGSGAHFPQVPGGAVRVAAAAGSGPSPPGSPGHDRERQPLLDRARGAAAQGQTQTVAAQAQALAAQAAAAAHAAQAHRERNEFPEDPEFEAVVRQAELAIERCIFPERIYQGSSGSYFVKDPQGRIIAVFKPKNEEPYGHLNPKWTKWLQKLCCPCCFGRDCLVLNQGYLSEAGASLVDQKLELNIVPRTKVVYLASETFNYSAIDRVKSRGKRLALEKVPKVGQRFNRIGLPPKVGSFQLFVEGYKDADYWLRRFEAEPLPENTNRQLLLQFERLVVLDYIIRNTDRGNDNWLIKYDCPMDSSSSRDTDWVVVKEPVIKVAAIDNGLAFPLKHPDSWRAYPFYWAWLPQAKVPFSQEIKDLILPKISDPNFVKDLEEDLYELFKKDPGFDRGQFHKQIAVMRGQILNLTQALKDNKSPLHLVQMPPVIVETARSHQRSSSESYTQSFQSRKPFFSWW
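ADP-Glo luminescence measured ADP generated by PI4K2A enzyme (4 ug/mL before mixing) with 1.2 mM PI substrate (pre-mix) and 300 microM ATP (pre-mix). Tris pH7.5 buffer with MgCl2, Triton X-100; 1 h reaction at ambient temperature.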
Pin1 inh: blocks the human prolyl isomerase Pin1. Q13526. Pin1 FP peptide displacement, HiFluor488, 10 min. Potency, µM (doses to about 115 µM), inactives show top-dose activity, negative = inhibition, most hits filed as inhibitors. hit rate 0.009% among 390,000. AID 504891; active = well fitted inhibition curve with a large enough effect in the polarisation, with a control signal flat, not every such curve was filed as active; inconclusive = small, poorly fitted or top-dose-only effect, or effect the other way, or a change in a side signal; inactive = no such curve, though single readings can be large or run the other way; the % refers to the polarisation; also: potency is read from the fitted curve at half-maximal effect; % is scaled to controls: 0 for no effect and ±100 for the full control effect
HP1b chromo inh: inhibitors of HP1-beta chromodomain binding to methylated histone tails; AlphaScreen HP1-beta / biotin-H3K9me3 peptide binding; Potency, µM (titrated, usually from 114 µM), without a hit: at the highest dose activity change, negative = inhibition, actives largely listed as inhibitors; hit rate 0.56% among 390,000; AID 540317; also: potency is read from the fitted curve at half-maximal effect; nearly all actives have a fitted effect of over 70% in size; inactives centre near 23
Target sequence (P83916 whole entry, looked up): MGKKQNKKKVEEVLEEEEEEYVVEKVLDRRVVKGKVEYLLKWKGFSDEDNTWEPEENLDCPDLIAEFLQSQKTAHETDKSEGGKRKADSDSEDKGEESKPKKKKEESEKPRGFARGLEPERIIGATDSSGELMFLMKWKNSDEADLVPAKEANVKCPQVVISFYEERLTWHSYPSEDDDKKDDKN
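AlphaScreen: HP1-beta (50 nM) preformed 30 min with biotin-H3(1-18)K9me3 peptide (50 nM) in PBS pH 7.4, 0.01% Tween-20. Compound added for 30 min at RT, then streptavidin donor/nickel chelate acceptor beads (10 ug/mL) for 30 min.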
GLS inhibitor: glutaminase GLS (human) inhibition; AID 624170; Potency, µM (doses to about 45.5 µM), for inactives: top-dose activity change, negative = inhibition, hits mostly inhibitors; O94925; GLS enzymatic activity, qHTS titration; hit rate 0.21% among 410,000; also: potency is read from the fitted curve at half-maximal effect; % is scaled to controls: 0 for no effect and ±100 for the full control effect
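Read-out is an Amplex red fluorescence increase coupled through glutamate oxidase and HRP, measured before and after 30 min room-temperature incubation. hKGA is in 45 mM KH2PO4 (pH 8.2) with 0.02% Tween-20; glutamine added as 1mM solution.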
G9a inh: G9a (human) methyltransferase inhibition; G9a H3K9 monomethylation, AlphaScreen, 2 h; Potency, µM (doses to about 102 µM), inactives show top-dose activity, negative = inhibition, usual class: inhibitors; hit rate 8.8% among 350,000; also: potency is read from the fitted curve at half-maximal effect; % is scaled to controls: 0 for no effect and ±100 for the full control effect; nearly all actives have a fitted effect of over 75% in size
Target sequence (Q96KQ7 913-1193 limits assumed): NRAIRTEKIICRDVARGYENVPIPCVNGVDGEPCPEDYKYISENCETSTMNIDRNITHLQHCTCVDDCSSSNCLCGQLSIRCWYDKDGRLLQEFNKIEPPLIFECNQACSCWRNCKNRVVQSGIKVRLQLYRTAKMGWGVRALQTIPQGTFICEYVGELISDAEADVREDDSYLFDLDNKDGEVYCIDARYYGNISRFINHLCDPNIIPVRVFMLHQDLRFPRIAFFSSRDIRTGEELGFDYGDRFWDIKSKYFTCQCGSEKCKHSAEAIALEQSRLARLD
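AlphaScreen detection with an anti-monomethyl H3K9 antibody quantified product after a 2 h room-temperature reaction containing 500 nM biotinylated H3K9 peptide, 20 µM SAM and 20 nM enzyme, which had been preincubated 15 min with compound.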
POLH inh: DNA polymerase eta (human) inhibition; Potency, µM (titrated, usually from 114 µM), without a hit: at the top dose activity change, negative = inhibition, actives largely listed as inhibitors; Q9Y253; recombinant Pol eta, fluorescent DNA replication assay; hit rate 1.2% among 390,000; also: potency is read from the fitted curve at half-maximal effect; % is scaled to controls: 0 for no effect and ±100 for the full control effect
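Fluorescent replication assay: 50 nM final substrate added after a 15 min room-temperature compound preincubation with 10 nM enzyme. Signal taken at 0 min and again at 10 min.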
BAZ2B inh: blocks human BAZ2B; AlphaScreen BAZ2B-H3K14Ac peptide displacement; Potency, µM (series often up to 114 µM), inactives show at the highest dose activity change, negative = inhibition, usual class: inhibitors; hit rate 4.4% among 360,000; AID 504333; also: potency is read from the fitted curve at half-maximal effect; % is scaled to controls: 0 for no effect and ±100 for the full control effect; nearly all actives have a fitted effect of over 60% in size
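BAZ2B 50 nM plus b-H3(5-23)K14Ac 50 nM, PBS pH 7.4/0.01% Tween-20, 30 min RT; compound added (max 110 uM), 30 min RT; streptavidin donor/Ni-chelate acceptor beads 10 ug/mL final, 20 min dark; AlphaScreen read.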
PGK inhibitor: blocks T. brucei phosphoglycerate kinase; PGK/GAPDH coupled, Kinase-Glo luminescence, 60 min; Potency, µM (highest dose often 57.5 µM), inactives show top-dose activity change, negative = inhibition, most hits filed as inhibitors; hit rate 0.043% among 380,000; AID 602233; also: potency is read from the fitted curve at half-maximal effect; % is scaled to controls: 0 for no effect and ±100 for the full control effect; nearly all actives have a fitted effect of over 60% in size
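Recombinant glycosomal PGK reaction used 1,3-bisphosphoglycerate generated in-well by GAPDH (100nM final) in 100mM TEA pH 7.6, 5mM MgCl2, 0.01% Tween-20. After 60 minutes at room temperature, ATP was read by Kinase-Glo Plus luminescence end-point.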
JMJD2A Tudor inh: JMJD2A Tudor domain (human) inhibition; O75164; AlphaScreen JMJD2A-Tudor / H3K4me3 peptide binding; Potency, µM (titrated, usually from 114 µM), inactives show top-dose activity change, negative = inhibition, hits mostly inhibitors; hit rate 4.4% among 390,000; AID 504339; also: potency is read from the fitted curve at half-maximal effect; % is scaled to controls: 0 for no effect and ±100 for the full control effect; nearly all actives have a fitted effect of over 50% in size
Starred values were filed as active, the others as inactive; i = inactive; ? = inconclusive; nt = not tested or not shown; [ ] = dose if it differs, or a comment. Unless noted, calls follow the shape of the dose curve; as a rule, active = well fitted curve in the direction sought with a large enough effect; inconclusive = small, poorly fitted or top-dose-only effect, or another doubt; inactive = no such curve, though single readings can be large; an effect the other way counts as inactive or inconclusive. These rows are one share of the data; the hit share may differ from the screen's.

item	PI4K2A block	Pin1 inh	HP1b chromo inh	GLS inhibitor	G9a inh	structure	POLH inh	BAZ2B inh	PGK inhibitor	JMJD2A Tudor inh
1	-0.4	1.6%	17.9%	0.9%	?	O=C(CCn1c(=O)oc2ccccc21)NCCN1CCc2ccccc2C1	-18.4%	6.6%	-1.6%	50.1µM*
2	2.2	46.9%[activator]	-3.6%	7.7%	-13.1%[59 µM]	Cc1cc(C(=O)OCc2nnc(-c3ccccc3)o2)c(C)n1-c1ccccc1	-18.1%	nt	6.2%	-29.3%
3	-0.2	-3.6%	26.4%	-11.7%	-3.3%[59 µM]	COc1cccc(CC(=O)Nc2ccc(-c3csc(C)n3)cc2)c1	-22.9%	-13.6%	i	1.0%
4	4.8	1.1%	45.8%[activator]	-8.8%	-1.9%	CC(=O)c1ccc(N2C(=NC(=O)C3CCCO3)SC3CS(=O)(=O)CC32)cc1 (stereo not drawn)	-13.4%	-2.4%	-6.4%	-6.8%
5	-1.0	-1.6%	46.7%[activator]	47.7%[activator]	5.7%	CC(Sc1ccc(Cl)cc1)C(=O)NNC(=O)c1ccccc1O (stereo not drawn)	4.6%	-30.8%	i	-19.9%
6	-2.2	-2.2%	21.8%	10.7%	-5.4%[59 µM]	CC(C)Cn1c(=O)c2c(c3ccccc31)OC(C)C(=O)N2 (stereo not drawn)	-10.9%	-4.0%	-0.5%	-18.6%
7	4.1	0.6%	26.9%	-0.7%	9.3%[0.501 µM]	Cc1nc(C)c(C(=O)OCC(=O)N(C)c2ccccc2)s1	0.3%	-1.0%	0.0%	-0.7%
8	-0.5	-5.7%	17.2%	-4.6%	?	O=C(CN1CCC(O)(c2ccc3c(c2)OCO3)CC1)NC1CCCCC1	-11.8%	-19.5%	i	-11.7%
9	-1.3	-4.4%	21.1%	0.0%	42.5%[59 µM]	O=C(Nc1cccc2ncccc12)c1ccc(Br)c([N+](=O)[O-])c1	-16.3%	-17.8%	i	3.0%
10	-4.9	16.5%	12.0%	5.9%	?	Cc1ccc(NC(=O)CCC(=O)c2cc(C)sc2C)nc1	?	-30.7%	i	-31.5%
11	3.9	-5.0%	22.0%	0.0%	17.6%	O=C1CC(NNC(=O)c2ccc(Br)cc2)C(=O)N1 (stereo not drawn)	-15.6%	-1.0%	i	-4.6%
12	1.1	-5.6%	-12.4%	2.2%	nt	Cc1cccc(C)c1NC(=O)C1CC2CCC1C2 (stereo not drawn)	-1.0%	nt	-1.5%	-13.5%
13	-5.3	-5.0%	0.4%	-1.0%	3.7%	O=C(CSc1nnnn1-c1ccc2c(c1)OCCO2)N1CCN(C(=O)c2ccco2)CC1	-11.3%	-6.2%	-2.7%	-18.4%
14	-3.8	2.0%	51.7%[activator]	-1.7%	-16.7%[12.7 µM]	CSc1ccccc1NC(=O)CN(C)C(=O)C1CC(=O)N(C(C)c2ccccc2)C1 (stereo not drawn)	-0.8%	2.8%	i	-17.5%
15	7.3	-1.9%	38.8%	-4.4%	-3.9%[12.7 µM]	COCCCNC(=O)CN(c1cc(OC)ccc1OC)S(=O)(=O)c1ccccc1	-6.2%	-4.4%	-3.3%	13.6%
16	-5.5	-3.2%	28.3%	20.6%	8.4%[59 µM]	Cc1ccc(-c2nnc(Nc3ccccc3O)c3ccccc23)cc1	-1.9%	6.0%	i	0.0%
17	-0.9	-1.3%	46.3%[activator]	-1.2%	?	O=C(CN1C(=O)NC2(CCCCCC2)C1=O)Nc1cccc(F)c1	-22.4%	10.1%	3.8%	-4.5%
18	1.4	-13.2%	38.5%	-1.6%	-0.6%[2.33 µM]	NC(=O)c1ccc2c(c1)S(=O)(=O)c1ccccc1C2=O	-16.4%	8.7%	-2.3%	-11.6%
19	5.7	4.8%	20.4%	-16.0%	12.6µM*	Cc1cccc(NC(=O)CSc2cc(C(=O)c3nccn3C)c3ccccc3n2)c1	-8.8%	-6.0%	i	?
20	1.5	?	1.7%	-7.9%	nt	c1cc2c3c(cccc3c1)C(N1CCOCC1)=N2	-3.6%	-1.7%	4.4%	-14.2%
21	-1.9	4.2%	55.9%[activator]	2.7%	20.4%	COc1cccc(Cn2nnc(C(=O)NCc3ccccc3Cl)c2N)c1	-16.4%	-2.1%	-0.1%	-11.4%
22	7.0	3.5%	14.5%	?	22.4µM*	CC1(C)C2([N+](=O)[O-])CN3CC1([N+](=O)[O-])CN(C2)C3c1ccc(O)c(O)c1 (stereo not drawn)	-23.1%	-17.0%	-2.5%	?
23	-1.0	-1.2%	-0.5%	-10.8%	-25.7%	O=C(Nc1ccc2c(c1)OCO2)N1CCN(Cc2ccco2)CC1	-8.3%	15.2%	?	-18.1%
24	0.0	-0.3%	31.1%[activator]	?	-4.4%	CC(NC(=O)c1ccccc1F)c1nnc(SCC(=O)Nc2nnc(C3CC3)s2)n1C (stereo not drawn)	-15.6%	3.3%	-3.4%	-14.8%
25	-0.3	-0.4%	19.3%	5.8%	nt	CCN1C(=O)[C@H]2[C@H]3CN=C(SCc4ccc(C#N)cc4)N3[C@@](CC)(C(=O)OC)[C@H]2C1=O	-18.7%	nt	i	-22.5%
26	-7.6	0.8%	24.7%	-2.0%	-26.7%[59 µM]	COc1ccccc1CCNC(=O)c1ccc(-c2nc(CSc3ccc(C)cc3)c(C)o2)cc1	-20.5%	-10.1%	-4.5%	-16.9%
27	-1.2	2.9%	44.9%[activator]	3.1%	nt	C(CCc1nn[nH]n1)CCC1CCCCC1	-15.1%	nt	i	7.7%
28	0.9	5.1%	29.5%	4.0%	14.4%[59 µM]	CCCCCCC(=O)N/N=C/c1ccc(Br)cc1	-19.3%	-1.7%	2.1%	-14.8%
29	-2.1	-0.1%	-6.2%	-8.4%	?	Cc1ccc2[nH]c(CNC(=O)C3CCCCC3)cc2c1	-7.8%	-21.1%	-2.2%	-29.6%
30	-12.0	-1.5%	23.6%	-0.1%	4.1%	O=C(COc1ccc(Br)cc1)N1CCCCCC1	-9.6%	-2.4%	nt	5.5%
31	-3.6	-3.1%	16.6%	2.7%	35.5µM*	N#CCCCN1C(=O)C(O)(CC(=O)c2ccc3c(c2)OCCO3)c2ccccc21 (stereo not drawn)	-13.1%	8.4%	8.7%	-16.8%
32	6.3	5.9%	?	5.7%	?	O=C(N/N=C/c1ccc[nH]1)c1ccccc1OCc1ccccc1Cl	-11.8%	?	-0.7%	?
33	5.7	-7.4%	61.4%[activator]	0.0%	-33.3%	O=C(Nc1nnc(-c2cc(Cl)ccc2Cl)o1)C1=COCCO1	-2.9%	?	3.7%	-15.1%
34	0.9	-2.9%	21.9%[57 µM]	-4.7%	11.2%[59 µM]	O=C(CS(=O)(=O)c1cccc2nsnc12)Nc1ccccc1	-18.0%	1.7%	-3.2%	1.3%
35	-24.2	-12.8%	?	0.0%	-154.1%[59 µM]	O=C1C(Cl)=C(NS(=O)(=O)c2ccc([N+](=O)[O-])cc2)C(=O)c2ccccc21	?	44.7µM*	-12.7%	?
36	4.4	-2.5%	39.2%[activator]	-0.8%	8.1%	O=C(CC1Sc2ccccc2NC1=O)NCc1ccccc1 (stereo not drawn)	-22.4%	0.6%	-11.3%	-7.0%
37	-5.1	-4.4%	26.1%	-5.4%	24.7%	O=C(NNC(=O)c1cc2ccccc2cc1O)c1cccs1	-19.9%	-16.0%	-6.4%	-19.0%
38	-1.6	5.5%	15.1%	6.5%	-0.4%[59 µM]	Cc1cccc(NC(=O)CSc2nc3c(oc4ccccc43)c(=O)n2Cc2ccco2)c1	6.0%	-0.1%	-5.5%	-11.6%
39	-1.6	?	-12.6%	1.7%	15.8µM*	COc1ccccc1N1C(=N)S/C(=C\c2ccc(-c3ccccc3C(=O)O)o2)C1=O	14.1µM*	?	-16.7%	?
40	-0.6	0.0%	28.5%	-2.7%	24.6%	N#Cc1ccc(-c2ccc(F)cc2)nc1Oc1ccc(Cl)c(Cl)c1	-4.5%	10.2%	-0.5%	-9.9%
41	-3.1	-3.4%	37.5%	5.8%	16.3%	Cc1ccc(SCc2nn(C)c(Cl)c2C=O)cc1	-11.1%	6.8%	-7.4%	-0.3%
42	-1.4	-9.1%	10.6%	1.0%	nt	CCN(C(=O)c1ccc(NC(=O)c2ccco2)cc1)c1ccccc1	-16.6%	-1.9%	-2.6%	-2.1%

A different layout for some results above.
#37 O=C(NNC(=O)c1cc2ccccc2cc1O)c1cccs1
  PI4K2A block = -5.1
  Pin1 inh = -4.4%
  HP1b chromo inh = 26.1%
  GLS inhibitor = -5.4%
  G9a inh = 24.7%
  POLH inh = -19.9%
  BAZ2B inh = -16.0%
  PGK inhibitor = -6.4%
  JMJD2A Tudor inh = -19.0%

#42 CCN(C(=O)c1ccc(NC(=O)c2ccco2)cc1)c1ccccc1
  PI4K2A block = -1.4
  Pin1 inh = -9.1%
  HP1b chromo inh = 10.6%
  GLS inhibitor = 1.0%
  G9a inh = nt
  POLH inh = -16.6%
  BAZ2B inh = -1.9%
  PGK inhibitor = -2.6%
  JMJD2A Tudor inh = -2.1%

#38 Cc1cccc(NC(=O)CSc2nc3c(oc4ccccc43)c(=O)n2Cc2ccco2)c1
  PI4K2A block = -1.6
  Pin1 inh = 5.5%
  HP1b chromo inh = 15.1%
  GLS inhibitor = 6.5%
  G9a inh = -0.4%[59 µM]
  POLH inh = 6.0%
  BAZ2B inh = -0.1%
  PGK inhibitor = -5.5%
  JMJD2A Tudor inh = -11.6%
